# NR1D1 modulator – modulates human Rev-erb alpha binding to DNA | P20393 | Rev-erbα–FITC-DNA binding, fluorescence polarization, 90 min | activity, % at 10 µM | 370,000 compounds, 0.79% hits;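 active = activity above about 14%, limit read from the data; passing the limit was not always enough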;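 also: 0% = DMSO wells with 35 nM protein and 100% = DMSO wells with 750 nM protein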
# ARFGAP1 inh – rat ARFGAP1 inhibition; inhibition, % at 16.5 µM; Q62848; 360,000 compounds, 0.26% hits; Arfgap1-stimulated ARF1 GTP hydrolysis, GDP FP detection;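 active = inhibition above a per-plate limit, mean inhibition of low control wells plus 3 SD, cut at about 25% in these data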;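 also: 0% = DMSO wells with enzyme and 100% = wells lacking Arfgap1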
# Target sequence (Q62848 1-136 limits assumed): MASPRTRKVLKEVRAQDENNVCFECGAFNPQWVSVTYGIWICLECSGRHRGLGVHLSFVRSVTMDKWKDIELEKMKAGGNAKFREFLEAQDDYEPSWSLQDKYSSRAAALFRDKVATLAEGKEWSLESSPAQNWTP
#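 Material: truncated rat Arfgap1 GAP domain; Incubation: compound-enzyme preincubation 20 min, reaction 120 min, detection 60 min, 25 °C; Read-out: percent inhibition of Arfgap1-stimulated GTP hydrolysis; Technique: FP, GDP Alexa 633 tracer displaced from anti-GDP antibody, 620/688 nm; Controls: No-Arfgap1 wells (100%) versus DMSO full-reaction wells (0%); Replication: single well per compound.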
# sPLA2-III inh – Inhibits HGIII-sPLA2 liposome hydrolysis, primary screen; QFRET BODIPY PC-A2 liposome hydrolysis, fluorescence; inhibition, % at 12.2 µM; 370,000 compounds, 0.56% hits; AID 743126;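 active = inhibition above mean plus 3 SD of compounds lying within the high and low control bounds, cut at about 19% in these data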;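 also: 0% = median of test compound wells and 100% = no enzyme DMSO wells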
# proKLK7 act – activates the human kallikrein-7 zymogen; AID 652039; purified proKLK7, EDANS-DABCYL substrate fluorescence; 100% is mature enzyme control, 0% vehicle; activation, % at 7 µM; 370,000 compounds, 0.9% hits;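 active = activation above the mean of all tested compounds plus 3 SD, computed per campaign excluding outliers beyond control limits, cut at about 13% in these data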
# ASAP1 inh – ASAP1 ArfGAP inhibition. Q9ULH1. ASAP1-stimulated ARF1 GTP hydrolysis, GDP FP detection. inhibition, % at 16.5 µM. 360,000 compounds, 0.19% hits; in the data active = inhibition above about 25%;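 also: 0% = vehicle with enzyme and substrate and 100% = no enzyme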
# Target sequence (Q9ULH1 325-724 limits assumed): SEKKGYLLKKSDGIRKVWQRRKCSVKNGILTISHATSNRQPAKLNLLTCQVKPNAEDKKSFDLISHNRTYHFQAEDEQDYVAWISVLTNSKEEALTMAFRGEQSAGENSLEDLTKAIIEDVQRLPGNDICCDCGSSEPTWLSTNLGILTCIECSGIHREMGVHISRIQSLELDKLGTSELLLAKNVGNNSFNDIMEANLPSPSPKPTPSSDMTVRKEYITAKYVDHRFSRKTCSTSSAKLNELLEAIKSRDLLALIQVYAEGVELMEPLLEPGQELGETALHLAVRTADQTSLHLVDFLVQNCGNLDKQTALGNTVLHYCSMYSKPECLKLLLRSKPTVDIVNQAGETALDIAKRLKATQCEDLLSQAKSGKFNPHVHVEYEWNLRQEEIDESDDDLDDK
# PLCg1 inh – blocks human PLC-gamma1 enzyme activity. P19174. purified PLC-gamma1, fluorogenic substrate, fluorescence. inhibition, % at 12.2 µM. 370,000 compounds, 0.84% hits. AID 720700; in the data active = inhibition above about 9.5%
# UHRF1 binding – human UHRF1 methylated DNA binding inhibitors; UHRF1 binding to methylated oligo, TR-FRET; inhibition, % at 4.4 µM; 370,000 compounds, 0.75% hits; AID 687016; in the data active = inhibition above about 21%;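 also: UHRF1 SRA domain binding a hemimethylated CpG hairpin DNA probe; 0% = median of test compound wells and 100% = reference inhibitor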
# DDE Tn7 FP inh – disrupts Tn7 cyclic peptide binding to fibrin D-Dimer-E complex; AID 720508; 370,000 compounds, 0.13% hits; P02675; FP displacement of FITC-Tn7 peptide from fibrin DD(E); 0% = median of compound wells per plate; inhibition, % at 8.3 µM;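 active = inhibition above the mean of compounds falling within the control limits plus 3 SD of them, cut at about 14% in these data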;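 also: 0% = plate median of compound wells and 100% = 10 µM Aha-Tn7 peptide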
# Target sequence (P02675 whole entry, looked up): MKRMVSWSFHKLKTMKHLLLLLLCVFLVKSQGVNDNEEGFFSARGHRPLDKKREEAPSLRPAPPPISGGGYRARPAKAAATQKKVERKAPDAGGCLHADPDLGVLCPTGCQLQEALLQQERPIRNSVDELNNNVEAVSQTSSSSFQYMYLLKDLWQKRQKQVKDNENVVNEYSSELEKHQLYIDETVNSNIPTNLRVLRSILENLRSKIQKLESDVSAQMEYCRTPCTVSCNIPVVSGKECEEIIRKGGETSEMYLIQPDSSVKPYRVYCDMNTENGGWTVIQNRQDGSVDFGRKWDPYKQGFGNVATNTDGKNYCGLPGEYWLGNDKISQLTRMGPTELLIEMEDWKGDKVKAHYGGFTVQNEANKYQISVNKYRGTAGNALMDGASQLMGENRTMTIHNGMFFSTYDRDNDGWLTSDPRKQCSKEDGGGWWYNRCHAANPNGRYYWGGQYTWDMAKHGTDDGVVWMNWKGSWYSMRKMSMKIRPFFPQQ
#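 Assay system: Human clot-derived fibrin DD(E) complex | Buffer or medium: Tris/NaCl/CaCl2 buffer, pH 7.8 | Repeats: One replicate per compound | Benchmarks: Aha-Tn7 high control | Measure: % inhibition scaled between sample-field median and high-control FP | Schedule: 10 min plus 3 h, room temperature | Signal: Fluorescence polarization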
# PLCb3 inh – PLC-beta3 (human) inhibition, primary screen. Q01970. Purified PLC-beta3, fluorogenic substrate, fluorescence. inhibition, % at 12.2 µM. 370,000 compounds, 0.18% hits. AID 720704; in the data active = inhibition above about 11%;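 also: 0% = median of compound wells on plate and 100% = full blocker control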
# Tn6 DDE FP – inhibitors of Tn6 peptide binding to human fibrin DD(E) | P02675 | Fibrin DD(E) TRITC-Tn6 fluorescence polarization displacement | inhibition, % at 8.3 µM | 370,000 compounds, 0.21% hits;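 active = inhibition above a per-campaign cutoff: mean of compounds within control limits plus 3 SD, cut at about 15% in these data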;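 also: 0% = median of all compound wells on the plate and 100% = blocking peptide control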
# Numbers without * were called inactive; nt = no result given; & = joins results of further samples.
SMILES,NR1D1 modulator,ARFGAP1 inh,sPLA2-III inh,proKLK7 act,ASAP1 inh,PLCg1 inh,UHRF1 binding,DDE Tn7 FP inh,PLCb3 inh,Tn6 DDE FP
COc1ccc(Cl)cc1CN1C(=O)NC2(CCCCCC2)C1=O,5,8,5,-0.2,-5,4,5,-1,-7,0
Cc1ccc(OCCCN2CCOCC2)cc1,-1,1,-3,0.5,16,1,-3,-5,-4,-1
Cc1cccc(C(=O)OCC(=O)c2c(N)n(CC(C)C)c(=O)n(C)c2=O)c1O,-2,-3,-5,-6.0,5,-8,5,9,-16,-9
O=C(Nc1nc(-c2ccc(-c3ccccc3)cc2)cs1)C1=COCCO1,-5,5,-17,-0.3,4,-7,-2,8,-5,-3
CCC(C)(C)NC(=O)CN(C(=O)CNS(=O)(=O)c1ccccc1)c1ccccc1,-1,8,-7,0.3,-10,2,2,8,2,7
Cn1cccc1C(=O)N1CCN(S(=O)(=O)c2cccc3ccccc23)CC1,1,nt,-6,0.3,nt,-2,0,-3,0,3
Oc1[nH]c2ccccc2c1N=Nc1nc2ccccc2s1,-17,2,6,-0.6,6,2,2,8,0,-6
Cc1ccc(NS(=O)(=O)c2cc3c4c(cccc4c2)C(=O)NC3=O)cc1,-2,-7,-1,0.6,0,-5,-2,-5,-3,5
CN(CC(=O)Nc1ccc(N2CCOCC2)cc1)Cc1cc(=O)n2ccsc2n1,-7,-1,-3,0.3,-6,-6,0,-8,-8,-1
COc1ccc(/C=N/NC(=O)CCn2nnc3ccccc32)cc1,-1,-2,-3,-0.3,-1,0,0,-2,-6,-6
O=C(O)CC1(CC(=O)Nc2ccc(F)c(Cl)c2)CCCCC1,-2,-1,-5,0.2,6,1,1,0,-10,0
CC(c1ccccc1)C(CC(=O)O)C(=O)NC1CCCCC1 (stereo unspecified),-1,-3,-1,-0.2,5,6,1,-2,5,5
CC1(C)NC(=O)N(CC(=O)OCc2cc(=O)n3cc(Br)ccc3n2)C1=O,-1,-3,-1,-0.7,15,2,-2,-3,-2,3
Nc1nc(SCc2ccccc2Cl)nc2nc3c(cc12)CCCC3,0,5,0,-2.0,-11,-13,1,1,-14,-4
Cc1cccc(N=Cc2[nH]c3ccc(Br)c(Cl)c3c2O)c1,-7,2,4,-0.3,11,-10,-3,-1,-10,-5
CC1CN(C(=S)Nc2ccc(Br)cc2Cl)CC(C)O1 (stereo unspecified),-4,10,5,0.6,-2,1,-3,-3,-9,-1
CCCCNS(=O)(=O)c1ccc(S(=O)(=O)N2CCC3(CC2)OCCO3)cc1,4,16,7,-0.3,9,1,7,8,-1,0
Cc1cccc(C(=O)NCC(=O)OCC(=O)c2ccc(Cl)s2)c1,2,1,3,-0.4,-1,-4,2,6,-10,-4
CC(C)c1ccc(S(=O)(=O)N2CCN(C(=O)CCNC(=O)Nc3ccccc3)CC2)cc1,-4,0,-3,1.4,3,-1,3,6,-9,-2
CCOC(=O)C1CCN(C(=O)CSc2nccc(C)n2)CC1,-3,5,5,-0.8,-2,-4,65*,5,-3,1
Cc1cccc(C)c1NC(=O)C1(C)CSCC(=O)N1Cc1cccc(C(F)(F)F)c1 (stereo unspecified),2,-3,1,0.3,8,3,-2,-3,4,-5
COc1ccc(OC)c(NC(=O)CCCSc2ccccc2)c1,0,-1,3,-0.5,-2,-2,1,3,-6,9
Cn1cccc1CC(=O)NNC(=S)Nc1ccccc1Cl,5,3,25*,-0.3,3,-2,-6,-5,-1,-9
Cc1ccc(CN2C(=O)CCC2C(=O)NC(C)C)cc1 (stereo unspecified),2,4,5,-0.5,10,1,1,-2,0,0
CN1C(=O)N(CC(=O)NCc2ccc(Cl)cc2Cl)C(=O)C12CCCCC2,10,-2,0,0.3,-26,-2,0,-5,-4,-5
Cc1oc(C2CC2)cc1C(=O)O,1,0,0,0.6,7,0,1,-2,-1,2
CCOc1ccc(NC(=O)CN(C)C(=O)c2nc3nc(C)cc(C)n3n2)cc1OCC,1,-18,15,0.3,-7,1,2,9,-6,0
Cc1ccc(NC(=S)NC(=O)CC2CC(C)(C)OC2=O)cc1 (stereo unspecified),-4,0,2,0.1,12,-2,62*,0,1,-4
COc1cc(OC)c(N2CC(C(=O)Nc3cc(Cl)ccc3N3CCOCC3)CC2=O)cc1Cl (stereo unspecified),16*,16,-7,0.8,2,-2,10,-5,-1,12
COc1ccc(Cc2nc3ccc(S(=O)(=O)N4CCOCC4)cc3[nH]2)cc1,-4,-2,-6,-0.8,6,4,-1,-5,1,10
COc1ccc(C(=O)C2CCCN(C(=O)/C=C/c3ccccn3)C2)c(C)c1 (stereo unspecified),8,-5,-6,0.1,4,-2,-5,11,3,6
COc1ccc(C2C3(C#N)C(N)=NC(OC)(OC)C23C#N)cc1 (stereo unspecified),4,4,1,-4.4,1,-91,0,8,-119,-4
Cc1c(Cl)cnc(NC(=O)CSc2nnnn2C)c1Cl,1,5,10,0.2,-22,1,3,4,-9,-4
CCOC(=O)N1CCC(NC(=O)c2sc(-n3cccc3)nc2C)CC1,1,-6,2,-0.7,7,1,-2,-8,-2,-3
COc1ccc2c(c1OC)C(=O)OC2Nc1ncc(Br)cc1Br (stereo unspecified),-1,8,5,-0.4,2,0,-4,-2,0,-3
CSc1ccc(CN2CCC(CO)(CCOc3ccccc3)CC2)cc1,1,-4,-25,0.1,6,2,2,-2,6,-1
O=S1(=O)CC2N=C(N(Cc3c(F)cccc3Cl)c3ccccc3F)SC2C1 (stereo unspecified),-3,2,-8,0.7,6,0,2,3,2,7
Cc1ccc(-c2cn(-c3ccccc3)c3[n+]2CCCS3)cc1,-2&2,1&-4,-1&-3,-0.7&0.6,-6&14,-2&3,-4&1,-3&4,-3&2,-4&1
COCOc1cccc(CN2CCC2(C)C(=O)Nc2cc(OC)ccc2OC)c1 (stereo unspecified),12,6,4,0.0,-7,-1,-1,-1,-1,-2
C[C@@H](CCCCC1(C)OCCO1)CCC(=O)N(c1ccccc1)c1ccccc1,-4,nt,-2,0.6,nt,-3,2,7,-3,3
Cc1cc(OC(=O)c2ccccc2C)c([N+](=O)[O-])c(=O)[nH]1,7,-2,7,0.0,-7,2,1,-7,-6,-5
Cc1cccc(C)c1OCC(=O)Nc1cccc(S(=O)(=O)N2CCCCCC2)c1,-1,1,-6,-0.1,-1,2,0,-1,-1,-7
COc1ccc(C(=O)n2cnc3ccccc32)cc1,3,3,11,0.3,5,-1,1,4,-6,-9
COc1ccc(CN2CCN(C(=O)CCC(=O)Nc3nnc(C(F)(F)F)s3)CC2)cc1F,-2,3,0,0.4,-2,4,-1,5,-8,4
COc1ccccc1C(=O)Nc1ccnn1C1CCN(Cc2cnn(C)c2)CC1,4,-8,6,-0.6,-3,-1,0,-11,-4,3
CCc1ccccc1NC(=O)N1CCc2ccccc21,-4,-6,2,0.0,4,2,0,0,-6,6
CCOC(=O)c1cc2c(=O)n3ccccc3nc2n(CC(C)C)c1=NC(=O)c1ccco1,-8,2,-1,30*,4,-284,-6,2,-339,3
CCCCCC(=O)Nc1ccc(C(=O)COC(=O)c2ccccn2)cc1,0,9,-2,0.2,0,-2,1,1,-7,5
CCCCSc1nc2sc3c(c2c(=O)n1-c1ccccc1)CCN(C)C3,2,4,4,-8.2,13,-23,15,3,-42,-2
Cc1cc(C)c(S(=O)(=O)ON2C(=O)c3ccccc3C2=O)cc1C,4,-4,4,0.7,7,-13,7,-8,-19,-6
COc1cccc(C(=O)NN2CCOCC2)c1,-1,-7,1,0.1,-8,3,-5,-2,-6,-4
CCCSc1nc(-n2ncc(C#N)c2N)c2c3c(sc2n1)CCC(C)C3 (stereo unspecified),2,2,2,-0.2,-6,8,-1,-6,0,2
CNC(=O)c1ccc(NC(=O)Cc2ccc(S(=O)(=O)N3CCOCC3)s2)cc1,1,-4,3,-0.3,-4,0,4,5,-6,-8
COc1cc(CCN=Cc2cc(Cl)cc(Cl)c2O)c([N+](=O)[O-])cc1OC,-1,-8,-2,0.2,1,-14,-4,-2,-26,4
O=C(Nc1ccc(NC(=O)c2ccco2)nc1)c1cccnc1,1,-11,-1,1.0,11,2,0,-6,3,0
COCCNC(=O)C1CC2Cn3c(nc4cc(C)c(C)cc43)C2N1C (stereo unspecified),2,-1,-7,-1.0,-4,-2,0,-2,1,8
COc1ccccc1NC(=O)COC(=O)c1c(NC(C)=O)sc(C)c1C,19*,-7,-4,-0.9,-3,-3,0,5,-4,2
CC(=O)c1cccc(NC(=O)c2cc3ccccn3n2)c1,-3,-4,0,0.2,17,3,-3,0,2,-11
CC(C)CCN(N=O)[C@@H](Cc1ccccc1)CN(N=O)[C@@H](Cc1ccccc1)CN(C)N=O,2,1,-3,0.5,8,-1,0,12,-2,-2
O=C(Nc1cccc([N+](=O)[O-])c1)Nc1cccc([N+](=O)[O-])c1,-9,9,9,-0.4,1,0,5,7,-2,-6

# Next section
SMILES,NR1D1 modulator,ARFGAP1 inh,sPLA2-III inh,proKLK7 act,ASAP1 inh,PLCg1 inh,UHRF1 binding,DDE Tn7 FP inh,PLCb3 inh,Tn6 DDE FP
Cc1ccc(C)c(SCC(=O)Nc2oc(C)c3c(C)n[nH]c(=O)c23)c1,4,-2,-17,0.0,0,-4,-1,2,-11,1
Cc1ccc(NC(=O)NNC(=O)COc2ccc(Cl)cc2)cc1,-2,6,-18,0.0,0,2,6,3,-10,-8
COc1ccc(C(=O)NCC(=O)OCc2csc(-c3ccccc3)n2)cc1,2,0,-8,-0.1,-9,1,6,1,2,5
CC(=O)c1cccc(NC(=O)N2CC(C)OC(C)C2)c1 (stereo unspecified),2,6,0,0.3,-5,1,3,-5,-2,-5
C/C(Cc1ccccc1)=N\NC(=O)c1cccnc1,-2,2,14,-0.3,-7,2,3,1,-1,1
COCCNC(=O)C(=O)NNC(=O)COc1ccc(OC)cc1,-3,3,5,-0.6,4,-4,0,3,-3,-1

# NR1D1 modulator: hit marks shown above.
SMILES,NR1D1 modulator,ARFGAP1 inh,sPLA2-III inh,proKLK7 act,ASAP1 inh,PLCg1 inh,UHRF1 binding,DDE Tn7 FP inh,PLCb3 inh,Tn6 DDE FP
COc1cc(OC)c(N2CC(C(=O)Nc3cc(Cl)ccc3N3CCOCC3)CC2=O)cc1Cl (stereo unspecified),16*,16,-7,0.8,2,-2,10,-5,-1,12
COc1ccccc1NC(=O)COC(=O)c1c(NC(C)=O)sc(C)c1C,19*,-7,-4,-0.9,-3,-3,0,5,-4,2

# Compound profiles, from the list above. Order of screens: NR1D1 modulator | ARFGAP1 inh | sPLA2-III inh | proKLK7 act | ASAP1 inh | PLCg1 inh | UHRF1 binding | DDE Tn7 FP inh | PLCb3 inh | Tn6 DDE FP
# `COCOc1cccc(CN2CCC2(C)C(=O)Nc2cc(OC)ccc2OC)c1` (stereo unspecified) as listed: 12 | 6 | 4 | 0.0 | -7 | -1 | -1 | -1 | -1 | -2
# `CCCCCC(=O)Nc1ccc(C(=O)COC(=O)c2ccccn2)cc1` as listed: 0 | 9 | -2 | 0.2 | 0 | -2 | 1 | 1 | -7 | 5
